mcGAS RapidFire – inhibitors of Mus musculus cyclic GMP-AMP synthase, initial high-throughput assay, cell-free, RapidFire MS; Q8C6L5; recombinant mouse cGAS, cGAMP by RapidFire MS; inhibition, % at 12.5 µM; 0.18% of 130,000 active; AID 1259397, 2018;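 active = inhibition of cGAS enzyme activity at or above 60%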;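 also: enzyme stimulated by 45 bp dsDNA with ATP and GTP substrates; cGAMP share of summed cGAMP plus half ATP and half GTP signals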
Target sequence (Q8C6L5 whole entry, looked up): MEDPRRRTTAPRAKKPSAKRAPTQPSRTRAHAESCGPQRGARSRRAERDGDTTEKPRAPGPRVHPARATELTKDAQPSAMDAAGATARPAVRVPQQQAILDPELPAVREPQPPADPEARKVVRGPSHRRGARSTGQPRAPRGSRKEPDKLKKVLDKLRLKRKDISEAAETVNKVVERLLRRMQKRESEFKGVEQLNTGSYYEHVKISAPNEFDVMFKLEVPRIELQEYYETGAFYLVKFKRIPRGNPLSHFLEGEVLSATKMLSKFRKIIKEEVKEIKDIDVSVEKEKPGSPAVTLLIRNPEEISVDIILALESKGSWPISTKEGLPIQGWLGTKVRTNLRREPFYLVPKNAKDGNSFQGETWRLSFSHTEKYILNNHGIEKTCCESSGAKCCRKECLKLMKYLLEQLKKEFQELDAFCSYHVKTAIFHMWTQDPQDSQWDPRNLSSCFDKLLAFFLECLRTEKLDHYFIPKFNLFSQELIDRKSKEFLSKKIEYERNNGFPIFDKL
Numbers without * were called inactive; & = joins results of further samples. Some of the compounds tested (hit frequency here may not be typical).

cpd | molecule | mcGAS RapidFire
1 | Cc1cccc(COCC2CN(C(=O)c3cc(C)nc(Cl)c3)CCO2)c1 (centres undefined) | -4.0
2 | CNC(=O)Cc1ccc(NCC(=O)Nc2ccccc2)cc1 | 1.7
3 | Cc1nn(C)cc1S(=O)(=O)NCCCN(C)C | -1.7
4 | O=C(CCc1ccc(F)c(F)c1)NCc1ccccn1 | -9.2
5 | CCCN(Cc1ccc(C)cc1)C(=O)C(C)NC(=O)C(C)(C)C (centres undefined) | 3.6
6 | CCOc1ccc(OCC(=O)OCc2cc(-c3ccc4c(c3)OCO4)on2)cc1 | -6.4
7 | Cc1cc(S(=O)(=O)Nc2ccc(S(=O)C(F)(F)F)cc2)sc1C(=O)O (centres undefined) | -6.1
8 | CC(OC(=O)NCCO)C(F)(F)F (centres undefined) | 3.1
9 | CC(C)CC(NC(=O)c1ccc2c(c1)OCCN2C)c1nnc2n1CCNCC2 (centres undefined) | -2.1
10 | COc1cc(/C=C/c2noc3c(=O)ccccc23)cc(OC)c1OC | -9.6
11 | O=C(NC(c1cc(F)ccc1F)C1CC1)N1CCOCC1 (centres undefined) | -10.4
12 | Cc1c(C(=O)N2CCC3(CCNC(=O)CC3)CC2)cnc2cc(=O)[nH]n12 | -19.0
13 | O=C(Cn1nnn(-c2ccccc2Cl)c1=O)Nc1ccc(Cl)cn1 | -4.3
14 | O=c1c2cn[nH]c2nc(SCc2cc(=O)n3cc(Br)ccc3n2)n1-c1ccc(Br)cc1 | -3.8
15 | O=c1c2ccc(Cl)cc2ncn1CC(O)COCc1cccs1 (centres undefined) | -7.7
16 | Cc1nc(C(=O)N2CC[C@@H](c3ccc4ccccc4c3)[C@H](O)C2)c(C)o1 | -7.2
17 | Cc1nc(C)n(CCNC(=O)c2cn(-c3ccccc3)nn2)n1 | -10.6
18 | CC1CCN(c2nc3c(c(=O)[nH]c(=O)n3C)n2CCCSc2ncccn2)CC1 | -4.1
19 | COc1cccc(N(CN2C(=O)c3ccccc3C2=O)C(C)=O)c1 | 22.9
20 | O=C1CSC(c2cccnc2)N1c1ccc(F)c(Cl)c1 (centres undefined) | -13.2
21 | CC(C)N(CCN1CCCCCC1)C(=O)c1ccc(C2CCCN2)s1 (centres undefined) | 2.4
22 | Cc1ccc(OC(=O)NC2(C(F)(F)F)OCCO2)cc1 | -8.9
23 | CCCOc1ccccc1C1C(C(=O)OCc2ccccc2)=C(C)NC2=C1C(=O)CCC2 (centres undefined) | -5.9
24 | COc1ccc(NC(=O)C2(C)CCN2CCOc2ccccc2)cc1OC (centres undefined) | -5.3
25 | CC(C)c1ccc(O)c(NC(=S)NC(=O)c2cncc(Br)c2)c1 | -9.2
26 | Cc1ccc(NC(=O)CN2CCCC(C(=O)N(C)C)C2)c(Cl)c1 (centres undefined) | -6.3
27 | CC(C)COC1CCN(C(=O)CCN2CCOC2=O)CC1 | -5.0
28 | C=CCN(Cc1ccc(C)s1)C(=O)c1ccc(-c2nnn(C)n2)cc1 | -22.0
29 | O=C(c1ccc(Cl)cc1)N1CCCC(OCc2cccc(OC(F)(F)F)c2)C1 (centres undefined) | -5.3
30 | O=C(CCOc1ccccc1)NC1CC(=O)N(C2Cc3ccccc3C2)C1 (centres undefined) | 2.9

The final four records of the section above come first, to join the parts.
cpd | molecule | mcGAS RapidFire
27 | CC(C)COC1CCN(C(=O)CCN2CCOC2=O)CC1 | -5.0
28 | C=CCN(Cc1ccc(C)s1)C(=O)c1ccc(-c2nnn(C)n2)cc1 | -22.0
29 | O=C(c1ccc(Cl)cc1)N1CCCC(OCc2cccc(OC(F)(F)F)c2)C1 (centres undefined) | -5.3
30 | O=C(CCOc1ccccc1)NC1CC(=O)N(C2Cc3ccccc3C2)C1 (centres undefined) | 2.9
31 | COc1ccccc1CCNC(=O)c1ccccc1N1CCC(NC(=O)c2cccc(F)c2)CC1 | 1.2
32 | CN(Cc1cc(C(C)(C)C)n[nH]1)C(=O)c1cccc(-n2cnnc2)c1 | -16.4
33 | Cc1cc(NC(=O)N2CCc3ccc(Cl)cc32)n(C(C)(C)C)n1 | -0.7
34 | C=Cc1ccc(CN2C(=O)C(C)(C)ON=C2c2ccco2)cc1 | -8.4
35 | O=S(=O)(NC1CCCC1)c1ccc(Cl)c(C(F)(F)F)c1 | -5.7
36 | CN=c1scc(-c2cc(OC)ccc2OC)n1N=Cc1ccc(O)cc1 | -9.0
37 | COc1cccc(CC2CN(C(=O)CCc3ccccc3C)CCO2)c1 (centres undefined) | -5.5
38 | CCOCCOCN(C#N)c1nc(OC)nc(N(C)C)n1 | -0.7
39 | O=C(Cn1cccn1)N1CCOC(CC2CCCCC2)C1 (centres undefined) | -6.3
40 | Cc1noc(C)c1COC(=O)Cn1c(=O)n(C)c2ccccc21 | 6.6
41 | CCC(C)Sc1nc2c(c(=O)n1-c1ccc(C)cc1)SCC2 (centres undefined) | -3.8
42 | CC(=O)Nc1cncc(-c2ccccc2C(F)(F)F)n1 | -3.2
43 | COc1cc(OC)c(C(=O)OC(C)C#N)cc1OC (centres undefined) | 1.7
44 | O=C(C1=C(O)C(=O)N(CCCN2CCOCC2)C1c1cccs1)c1ccco1 (centres undefined) | 5.4
45 | CCN(C(=O)c1cccn(Cc2ccccc2C)c1=O)c1ccccc1 | -9.0
46 | COc1ccc(Nc2ncccc2C(=O)NCCCN(C)c2ccccc2)cc1 | -3.3
47 | CSCCOC(=O)C1=C(C)NC(=O)NC1c1ccccc1F (centres undefined) | 1.2
48 | COC(=O)Cn1c(=O)c2c(nc3n(CC(C)C)c(C)cn23)n(C)c1=O | -9.7
49 | CCC1CCCCN1Cc1nc2c(c(=O)n(C)c(=O)n2C)n1Cc1cccc2ccccc12 (centres undefined) | -2.2
50 | O=C(NNC(=O)C1CCC(=O)N(Cc2ccccc2)C1c1ccccc1)C1CC1 (centres undefined) | 0.3
51 | O=C(NCC(F)(F)F)c1cc(-c2ccc(Cl)cc2)n[nH]1 | 1.5
52 | Nc1cc(S(=O)(=O)Nc2cc(Cl)ccc2Cl)ccc1N1CCCC1 | -2.7
53 | COC(=O)c1ccc(CNC(=O)CN2CC(C3CCCCC3)CC2C(=O)OC)cc1 (centres undefined) | -2.6
54 | CN(Cc1cccc(-n2cccn2)c1)Cc1nc(Cc2ccccc2Cl)no1 | -3.3
55 | Cc1ncsc1CCC(=O)N1CCC(O)(c2ccc(F)cc2)CC1 | -38.2
56 | COc1ccc(Br)c(C(=O)Nc2cc(C(=O)Nc3ccc(OC)c(OC)c3)ccc2N2CC3CC(C2)c2cccc(=O)n2C3)c1 (centres undefined) | -16.0
57 | CCN(C(=O)c1cccc(F)c1F)[C@@H]1CCN(c2ccnc(N)n2)C[C@H]1O | -36.7
58 | C[C@]12C=CC(=O)NC1CCC1C2CC[C@@]2(C)C1CC[C@@H]2C(=O)Nc1cc(C(F)(F)F)ccc1C(F)(F)F (some centres undefined) | -0.9
59 | CC1CN(C(=O)C(NC(=O)c2c(F)cccc2F)C(C)C)CC(C)O1 (centres undefined) | -3.4
60 | COCC1CCN(C(=O)c2coc(COc3cccc(F)c3)n2)C1 (centres undefined) | -4.6
61 | CC(=O)c1cc(Cl)cc(CN(C)CC(=O)Nc2ccccc2)c1O | -5.5
62 | CCc1cc(NCC2CCS(=O)(=O)C2)nc(-c2ccncc2)n1 (centres undefined) | -7.6
63 | CCC1CN(C(=O)NCc2csc(Br)c2)CCO1 (centres undefined) | -6.1
64 | Cc1ccc(C)c(NC(=O)CSCc2cc(C)no2)c1 | -2.9
65 | CCCC(=O)N1CCN(C(=O)C(NC(=O)c2ccc(F)cc2)S(=O)(=O)c2ccc(F)cc2)CC1 (centres undefined) | -8.1
66 | O=S(=O)(NCCOc1cc(N2CCCC2)ncn1)c1cccnc1 | -3.3
67 | NC(=O)c1ccccc1-c1cccc(OC(F)(F)F)c1 | -10.3
68 | CCc1nnsc1C(=O)NC1CCN(c2ccccn2)CC1 | 12.7
69 | CCn1c(C2CCCN(Cc3ccc(C#CC(C)(C)O)cc3)C2)n[nH]c1=O (centres undefined) | -8.7
70 | CC1=C(C(=O)OC(C)C)C(c2cccc([N+](=O)[O-])c2)N2C(CC(=O)O)=CSC2=N1 (centres undefined) | -1.0
71 | N#Cc1c(C(F)(F)F)c2cc3c(cc2oc1=O)OCO3 | -14.0
72 | O=C(CNCCO)NC12CC3CC(CC(C3)C1)C2 | -3.6
73 | CC(C)(N)COc1ncccc1Br | -18.2
74 | COc1ccc(CCCNC(=O)c2ccc(-c3cn[nH]c3)nc2)cc1 | 1.0
75 | CCOCCn1c(=O)c2c(nc3n(C(C)c4ccccc4)c(C)cn23)n(C)c1=O (centres undefined) | -7.4
76 | N#Cc1ccc(CSc2ncccn2)cc1 | 0.3
77 | CSC1CCC(N(C)C(=O)c2nccnc2N)C1 (centres undefined) | -2.1
78 | Cc1c(Cl)c([N+](=O)[O-])nn1CC(=O)N1CCCCC1C (centres undefined) | -4.7
79 | Cc1ccc2c(c1)CCCN2C(C)C(=O)Nc1ccc(Cl)cn1 (centres undefined) | 5.2
80 | CCCCc1ccc(-n2nnnc2SCC(C)=O)cc1 | 20.4
81 | Cc1cc(NC(=O)CSc2nc(-c3ccc(F)cc3)nc3c2c(=O)n(C)c(=O)n3C)no1 | 6.3
82 | O=C(CNc1cc(F)ccc1F)NCc1ccc(Cl)cc1 | 0.1
83 | COc1ccc(OC)c(S(=O)(=O)NC(=O)C2(C)CCN2C(=O)c2ccco2)c1 (centres undefined) | -21.0
84 | Cc1ccc(-n2nnc3c(=O)n(Cc4ccc(Cl)cc4Cl)cnc32)cc1 | 6.7
85 | C=CCn1c(-c2c(-c3ccccc3)ncn2CCc2cnc[nH]2)nc2ccccc21 | -22.5
86 | CNC(=O)C1CN(S(=O)(=O)c2cccc(F)c2)c2ccccc2O1 (centres undefined) | -9.1
87 | Cc1nc(C(C)N(C)C(=O)NC2CCCC2)c(C)s1 (centres undefined) | -14.1
88 | CC(C)=NOC(C)C(=O)N1CCC2(CC1)CC(=O)c1cc(C)c(C)cc1O2 (centres undefined) | -11.7
89 | C[n+]1ccccc1C=C1C=Cc2ccccc2N1CCCS(=O)(=O)O | -5.0
90 | Cc1nc(Cn2ccnc2-c2nc[nH]c2C)nc2c1CCCC2 | -16.4

Carrying on.
cpd | molecule | mcGAS RapidFire
91 | O=C(NCCSc1ccccc1)c1ccccc1 | -5.5
92 | CC(CNC(=O)C1(C)CC1(Cl)Cl)N1CCCC1 (centres undefined) | -6.9
93 | NC(=O)c1csc(C(=O)Nc2cc(-c3ccccc3F)no2)c1 | -3.3
94 | Nn1cnc2c(sc3nc(-c4ccccc4)c4c(c32)CCC4)c1=O | -5.4
95 | O=C1CC(C(=O)Nc2ccc(NS(=O)(=O)c3ccc4c(c3)OCCCO4)cc2)c2ccccc2N1 (centres undefined) | -14.9
96 | COc1ccc(N2CC34C=CC(O3)C(C(=O)N3CC=CCC3)C4C2=O)c(OC)c1 (centres undefined) | -2.6
97 | O=C(Nn1cnc2ccccc21)C1CCCN(C(=O)c2ccc(Cl)c(Cl)c2)C1 (centres undefined) | -5.8
98 | CCCc1cncnc1-c1cc(C)ccc1OC | -22.9
99 | Cc1ncc(CN2CCCC(C(=O)Nc3cccc(-n4cccn4)c3)C2)cn1 (centres undefined) | -0.8
100 | CCCOC(C)C(=O)N1CCc2onc(-c3cccc4ccccc34)c2C1 (centres undefined) | 1.8
101 | COC(=O)c1ccc2c(c1)CC(CNC(=O)c1ccccc1Br)O2 (centres undefined) | -3.2
102 | c1cncc(COC2CCN(Cc3ccsc3)CC2)c1 | -19.6
103 | CS(=O)(=O)N1CCC(c2cccc(C(=O)O)c2)CC1 | -9.1
104 | Fc1ccc(Oc2cc(Cl)ncn2)cc1 | -5.9
105 | CCC1CN2CCCC2CN1S(=O)(=O)N1CCOCC1C (centres undefined) | -2.7
106 | CCCOC(=O)c1ccc(OC(=O)c2ccccc2C)c(OC)c1 | 13.6
107 | COC(C)c1ccc(-c2cc(C(=O)O)cc(S(=O)(=O)N3CCOCC3)c2)cc1 (centres undefined) | -8.5
108 | NS(=O)(=O)c1ccc(C(=O)N2CCc3ccccc3CC2)cc1F | 1.3
109 | CCc1ccc(O)c(C(=O)N(C)Cc2ccc(Br)o2)c1 | -9.0
110 | O=C(Nc1ccccn1)c1ccc(OCC(=O)N2CCCCC2)cc1 | -2.6
111 | CCCCNC(=O)C1(C)CCCCN1C(=O)c1ccccc1Br (centres undefined) | -7.5
112 | Cc1ccc(C(=O)Cn2c3ccccc3n3ncnc23)cc1 | -8.4
113 | O=S(=O)(NCCCCc1ccccc1)c1ccc(S(=O)(=O)N2CCOCC2)cc1 | -5.5
114 | O=C(NCC(O)COc1cccc(Cl)c1Cl)C1CC1c1ccco1 (centres undefined) | 9.5
115 | Cn1cc(NS(=O)(=O)Cc2ccc(F)c(Cl)c2)cn1 | -9.5&-5.4
116 | Cc1cc(NC(=O)C(=O)NC(CC(C)C)CN(C)C)no1 (centres undefined) | -4.1
117 | Cc1ccc(C)c(-n2ncc(C(=O)NC3CC(C)(C)N(C)C(C)(C)C3)c2N)c1 | -5.7
118 | CC(C)Cn1nccc1NCc1cccc(C#N)c1 | -4.9
119 | CCOc1ccc(Cc2nnc(N(C)c3ccccc3)[nH]c2=O)cc1 | -4.2
120 | CCOc1ccccc1C(=O)NCC(=O)N(C)Cc1cccc(Cl)c1Cl | -2.1

Given with each value named: entries from further up.
91. O=C(NCCSc1ccccc1)c1ccccc1
  mcGAS RapidFire: -5.5
92. CC(CNC(=O)C1(C)CC1(Cl)Cl)N1CCCC1 (centres undefined)
  mcGAS RapidFire: -6.9

Following part
cpd | molecule | mcGAS RapidFire
121 | O=C(NCCN1CCN(c2ncccn2)CC1)C1CCOC1 (centres undefined) | -20.3
122 | CCCCc1nc(C(N)=O)c2[nH]c(=O)n(-c3ccc(OC)c(OC)c3)c2n1 | -4.4
123 | O=C1c2ccccc2NC2(CCNCC2)N1c1ccccc1 | -9.3
124 | NC(=O)C1CCCCN1CC(=O)N1CCc2ccccc21 (centres undefined) | -7.5
125 | OCCOCCN1CCCC1c1cccc(Cl)c1 (centres undefined) | -2.8
126 | CC(C)CN(Cc1ccccn1)Cc1cccc2c1OCO2 | -18.6
127 | O=C(NCc1ccc(F)cc1F)c1cccc(OC2CCN(C(=O)C3CC3)CC2)c1 | 1.9
128 | Cc1nc(CCNC(=O)[C@H](N)CC(C)C)sc1C | -12.9

Assay outcomes as filed in PubChem.
